High-throughput results deposited in PubChem BioAssay by National Center for Advancing Translational Sciences (NCATS).
A549 tox: counter-screen for Nrf2 inhibitors: cytotoxicity in A549 cells. A549 ARE-Fluc cells, CellTiter-Fluor viability, 18-24 h. Potency, µM (highest dose often 46 µM), for the others: top-dose activity change, negative = cytotoxicity, hits mostly inhibitors. 390,000 compounds, 0.16% hits. AID 504648; also: potency is read from the fitted curve at half-maximal effect; % is scaled to controls: 0 for no effect and ±100 for the full control effect
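A549 ARE-Fluc cells in 5% FBS OPTI-MEM, 5000 cells/well, rested 2 h then exposed to compounds in concentration-response for 18-24 h at 37 °C. Viability by CellTiter-Fluor fluorescence (Ex 405/Em 525) after 30 min; luciferase luminescence (BugLite, 15 min, RT) read afterwards.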
HepG2 viability: kills HepG2 cells in TGF-b inhibitor counter-screen | HepG2 CAGA-GFP viability, ATP luminescence, 18 h | Potency, µM (highest dose often 46.1 µM), for inactives: at the top dose activity change, negative = cytotoxicity, hits mostly cytotoxic | 410,000 compounds, 0.76% hits | AID 588856; also: potency is read from the fitted curve at half-maximal effect; some results filed as inactive show a strong effect at the top dose
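CellTiter-Glo luminescence gave cytotoxicity after 18 hours at 37 degrees C. The cells were HepG2 CAGA-GFP in 1% FBS DMEM, stimulated with 500 pg/mL TGF-beta after compound addition. %Activity was normalised to no-cell wells (complete cell-killing) and DMSO (no toxicity), and curves were fitted and classified.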
Akt phos inh: blocks phosphorylation of Akt; Neuro2A IGF-stimulated pAkt S473 HTRF, 20 min; stronger effect = lower value; activity change, % for hits at 50 µM; 360,000 compounds, 0.32% hits; AID 651550; in the data active = activity change below about -80%; inconclusive = mostly about -51% to -80%; also: % is scaled to controls: 0 for no effect and ±100 for the full control effect
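Neuro2A cells in DMEM with 0.5% FBS, overnight at 37 deg C, given compound at single 50 µM final, then IGF (6 nM final) for 20 min at 37 deg C. Lysed; phospho-Akt Ser473 by HTRF after 24 h, 665/615 ratio.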
Abeta rescue: A-beta toxicity reversal in yeast | Potency, µM (titrated, usually from 46.1 µM), without a hit: at the top dose growth rescue, usual class: activators | yeast expressing A-beta42, growth rescue, OD600, 48 h; response scale: 0% DMSO, 100% iron-clioquinol control | AID 1347071 | 410,000 compounds, 0.063% hits; also: potency is read from the fitted curve at half-maximal effect; nearly all actives have a fitted effect of over 55% in size
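Yeast growth medium received pinned compounds, then yeast cells expressing toxic A-beta were added; plates incubated at 30 C for 48 hr. Growth read as absorbance at 600 nm, normalized to DMSO and equimolar FeCl3 plus clioquinol controls.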
Nrf2 activator: activators of Nrf2 (ARE) signaling. Potency, µM (series often up to 46.1 µM), inactives show top-dose activation, hits mostly activators. AID 624171. AREc32 ARE-luciferase reporter (MCF7-derived line), luminescence, 24 h. 410,000 compounds, 0.31% hits; also: potency is read from the fitted curve at half-maximal effect; % of control where 0% means no effect; nearly all actives have a fitted effect of over 65% in size
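ARE-driven firefly luciferase activity in AREc32 cells measured after a 24 hr compound exposure at 37 deg C, using Steady-Glo reagent and a 30 min room-temperature hold.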
CCT chaperon mod: cytosolic chaperonin activity modulation; purified chaperonin ATPase assay, HTRF ADP detection, 30 min; activity change, % (no concentration beside the values), hits read low; 360,000 compounds, 0.3% hits; AID 651819; in the data active = activity change below about -30%; also: % is scaled to controls: 0 for no effect and ±100 for the full control effect
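TRiC at 40 or 20 nM final (batch-dependent) in 30 mM Tris pH 7.4, 100 mM KCl, 5 mM MgCl2, 1 mM DTT, with compound at single 76 uM and 10 uM ATP, 30 min at 37 deg C. ADP detected by HTRF Transcreener, 665/615 ratio.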
MmCpn inh: inhibitors of Methanococcus maripaludis chaperonin (MmCpn) | purified Mm-Cpn ATPase, ADP Transcreener TR-FRET | Potency, µM (top dose mostly 76.9 µM), inactives show at the top dose activity, negative = inhibition, usual class: inhibitors | 330,000 compounds, 0.031% hits | AID 504842; also: potency is read from the fitted curve at half-maximal effect; % is scaled to controls: 0 for no effect and ±100 for the full control effect; nearly all actives have a fitted effect of over 80% in size
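Purified archaeal Mm-CPN (25nM final) preincubated 10 min at 37degC with compound, then 10uM ATP for 30 min at 37degC; ADP measured by HTRF Transcreener TR-FRET; buffer 30 mM TRIS pH 7.4, 100mM KCl, 5mM MgCl2, 1mM DTT.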
TGFb inhibitor: TGF-b pathway inhibition | HepG2 CAGA-GFP TGF-b/SMAD3 reporter, GFP fluorescence, 18 h; TGF-beta stimulated, 500 pg/mL final | Potency, µM (top dose mostly 46.1 µM), for the others: at the top dose activity, negative = inhibition, usual class: inhibitors | 410,000 compounds, 1.2% hits; also: potency is read from the fitted curve at half-maximal effect; % is scaled to controls: 0 for no effect and ±100 for the full control effect; nearly all actives have a fitted effect of over 65% in size
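Cell-based qHTS in HEPG2 carrying a CAGA-GFP Smad reporter; compounds added before 500 pg/mL final TGF-beta, 18 h incubation at 37 degrees C, GFP fluorescence quantified per cell by imaging cytometry.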
Nrf2 inh: inhibitors of Nrf2 signaling | A549 ARE-Fluc reporter, luciferase luminescence, 18-24 h | Potency, µM (series often up to 46 µM), inactives show at the highest dose activity change, negative = inhibition, actives largely listed as inhibitors | 360,000 compounds, 2.1% hits | AID 504444; also: potency is read from the fitted curve at half-maximal effect; % is scaled to controls: 0 for no effect and ±100 for the full control effect; nearly all actives have a fitted effect of over 60% in size
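Nrf2 function is reported as luminescence of an ARE-controlled luciferase in A549 cells. Compounds were tested at several concentrations, and a CellTiter-Fluor read on the same wells flagged cytotoxicity.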
* = called active by the depositor; i = inactive; ? = inconclusive; . = no result given. Unless noted, calls follow the shape of the dose curve; as a rule, active = well fitted curve in the direction sought with a large enough effect; inconclusive = small, poorly fitted or top-dose-only effect, or another doubt; inactive = no such curve, though single readings can be large; an effect the other way counts as inactive or inconclusive.

SMILES	A549 tox	HepG2 viability	Akt phos inh	Abeta rescue	Nrf2 activator	CCT chaperon mod	MmCpn inh	TGFb inhibitor	Nrf2 inh
O=C(Cn1nc(-c2ccc(Cl)cc2)c2ccccc2c1=O)Nc1cccc(Br)c1	10%	-8%	.	-7%	-0.1%	.	.	-12%	-4%
Cc1ccc(NC(=O)Cn2c(O)c(N=NC(N)=O)c3ccccc32)cc1	-6%	7%	i	-7%	0.4%	-0.1	-1%	-2%	-13%
CC1CCCCN1Cc1c(O)ccc2c(=O)c(-c3ccc(Cl)cc3Cl)coc12 (stereo not drawn)	-2%	13%	i	22%	-0.3%	-2.1	-4%	2%	0%
C[C@H](O)Cc1cn(-c2cc3cc(C#Cc4ccsc4)ccc3oc2=O)nn1	0%	0%	i	1%	?	-2.9	-1%	?	-8%
CSc1ncc(C(=O)Nc2cc(C)ccc2C)c(C)n1	3%	7%	i	0%	-0.6%	0.5	-2%	1%	10%
CC(C)CC(=O)Nc1ccc(C(=O)COC(=O)C2CCC2)cc1	5%	-2%	i	-13%	-0.6%	-1.0	0%	-2%	6%
CCN1C(Nc2ccccc2)=NC[C@@H]1CC(C)C	-3%	19%	i	4%	-0.9%	-0.9	1%	2%	4%
CCOC(=O)c1cc(-c2ccccc2)sc1NC(=O)C(C)(C)C	0%	1%	i	0%	2.4%	-31*	-1%	-3%	?
Nc1c(C(=O)c2ccc(F)cc2)oc2ccccc12	-1%	-16%	i	25%	?	-1.8	1%	19%	.
Cc1nnc(SCC(=O)N(C)CC(=O)Nc2ccc(F)cc2)n1Cc1ccccc1	2%	-3%	i	-1%	-0.7%	-3.1	1%	3%	-6%
CCOC(=O)C1CCN(C(c2ccccc2)c2c(O)cc(C)n(Cc3ccco3)c2=O)CC1 (stereo not drawn)	3%	5%	.	5%	0.4%	.	.	-4%	.
Cc1cn2c(=O)cc(COc3cccc(NC(=O)c4ccccc4C)c3)nc2s1	3%	-2%	.	-6%	-1.0%	.	.	-43%	-12%
C=CCSC1=C(C#N)C(c2ccccc2OCC)C(C#N)C(=O)N1 (stereo not drawn)	2%	-2%	i	-4%	0.4%	0.8	-1%	4%	10%
CCCc1nc(N)sc1C(=O)OCC	-11%	-47%	i	-9%	-0.9%	-1.2	1%	-13%	-12%
CCN(CC)c1ccc(S(=O)(=O)N2CCOCC2)cc1NC(=O)CSc1nnc(N)s1	4%	-17%	i	2%	0.5%	-3.1	-1%	3%	-25%
O=C(Cn1nc(C(F)(F)F)cc1C1CC1)Nc1ccccc1F	14%	-4%	i	0%	-0.8%	0.8	0%	-8%	-10%
O=C(Nc1ccc(F)cc1F)NC1CC(=O)N(Cc2ccccc2)C1 (stereo not drawn)	-12%	-26%	i	17%	-0.4%	-2.6	1%	-23%	8%
CCOC(=O)N1CCC(NC(=O)CSCc2nc(-c3ccc(OC)c(OC)c3)oc2C)CC1	-9%	-43%	i	-1%	-0.4%	-4.1	-1%	0%	-34%
CCCCC(=O)N1CCN(c2ccc(OC)cc2[N+](=O)[O-])CC1	-4%	-10%	i	-3%	0.6%	-0.7	-8%	-2%	3%
Cn1cc(CN2CCc3ccccc3C2)c2ccccc21	-19%	-29%	i	13%	4.1%	-0.1	0%	-12%	7%
O=C(c1ccc(NC2=NC3CS(=O)(=O)CC3S2)cc1)N1CCN(C(=O)c2ccco2)CC1 (stereo not drawn)	8%	-14%	i	-8%	0.0%	1.7	0%	2%	7%
COc1cccc(NC(=O)CN(C)C(=O)CSc2nc3ccccc3s2)c1	-19%	-3%	i	8%	6.3%	1.7	-1%	5%	-2%
CCOC(=O)N/N=C/c1ccc(F)cc1	-8%	-1%	i	5%	2.8%	-0.6	-4%	15%	.
CC(=O)c1cccc(CN(C)CC2CCCN(CCc3ccccc3C)C2)c1 (stereo not drawn)	-6%	-54%	i	0%	-0.2%	0.4	1%	-6%	-5%
O=C(CN1C(=O)c2cccc([N+](=O)[O-])c2C1=O)N1CCN(c2ccc(F)cc2)CC1	-14%	4%	i	-19%	0.4%	1.5	0%	10%	0%
CN1CCN(S(=O)(=O)c2ccc(Nc3ccc(F)cc3)c([N+](=O)[O-])c2)CC1	-5%	-7%	i	4%	1.4%	-0.6	0%	-8%	-16%
COc1ccc(/C=C(\NC(=O)c2ccco2)C(=O)NCc2ccco2)cc1	-6%	17%	i	-9%	0.3%	0.9	-1%	2%	4%
O=C(COC(=O)c1ccc(O)cc1)Nc1cc(C(F)(F)F)ccc1Cl	-3%	-32%	i	5%	0.7%	-0.9	1%	?	-34%
C=CCN(c1ccccc1Cl)S(=O)(=O)c1cc(C(=O)N2CCCC2)ccc1Cl	12%	2%	i	-5%	-0.9%	-0.8	0%	-18%	6%
O=C(NC(=S)N(CCc1ccccc1)CCc1ccccc1)c1ccco1	-20%	-13%	i	25%	?	-1.0	2%	?	18µM*

By substructure: those above containing a thiophene ring, fused or not.
SMILES	A549 tox	HepG2 viability	Akt phos inh	Abeta rescue	Nrf2 activator	CCT chaperon mod	MmCpn inh	TGFb inhibitor	Nrf2 inh
C[C@H](O)Cc1cn(-c2cc3cc(C#Cc4ccsc4)ccc3oc2=O)nn1	0%	0%	i	1%	?	-2.9	-1%	?	-8%
CCOC(=O)c1cc(-c2ccccc2)sc1NC(=O)C(C)(C)C	0%	1%	i	0%	2.4%	-31*	-1%	-3%	?

Sorted by length of the SMILES (lowest first): three of the compounds above.
SMILES	A549 tox	HepG2 viability	Akt phos inh	Abeta rescue	Nrf2 activator	CCT chaperon mod	MmCpn inh	TGFb inhibitor	Nrf2 inh
Cn1cc(CN2CCc3ccccc3C2)c2ccccc21	-19%	-29%	i	13%	4.1%	-0.1	0%	-12%	7%
O=C(NC(=S)N(CCc1ccccc1)CCc1ccccc1)c1ccco1	-20%	-13%	i	25%	?	-1.0	2%	?	18µM*
C=CCN(c1ccccc1Cl)S(=O)(=O)c1cc(C(=O)N2CCCC2)ccc1Cl	12%	2%	i	-5%	-0.9%	-0.8	0%	-18%	6%

(cont.)
SMILES	A549 tox	HepG2 viability	Akt phos inh	Abeta rescue	Nrf2 activator	CCT chaperon mod	MmCpn inh	TGFb inhibitor	Nrf2 inh
Cc1ccc(NC(=O)C2CCN(C(=O)NC3CCCCC3)CC2)cc1Cl	13%	-21%	i	1%	-0.1%	-1.5	0%	4%	-7%
CC(=O)Oc1ccccc1Cn1c(C)c(C(=O)NCc2ccc(F)cc2)sc1=O	.	16%	i	-5%	-0.7%	0.4	.	-8%	.
O=C1CSC(c2ccc3c(c2)OCO3)N1c1ccc(Oc2ccccc2)cc1 (stereo not drawn)	-2%	-7%	.	-10%	0.1%	0.4	2%	?	-28%
CS(=O)(=O)N(CCc1ccccc1)CC(=O)N1CCCCCC1	.	1%	i	2%	0.4%	-3.8	.	18%	.
O=C(COC(=O)Cc1ccc(Cl)cc1)NC1CCCC1	6%	2%	i	6%	-0.5%	2.1	2%	-1%	8%
CC(=O)Nc1ccc(S(=O)(=O)NCc2ccccn2)cc1	0%	-7%	i	-12%	-0.2%	-3.9	-3%	-3%	-5%
CCN(CC)c1cccc(OCC(=O)N(C)CCC#N)c1	-11%	9%	i	4%	0.6%	0.9	-2%	6%	-8%
O=C(CCN1CCN(c2ccccc2)CC1)NNC(=O)c1ccccc1	.	9%	i	-5%	-2.3%	1.9	.	1%	.
CC(C)c1cc(Cn2c3ccccc3c(=O)n2C(C)CBr)on1 (stereo not drawn)	.	-4%	i	-19%	0.0%	-0.1	.	2%	.
CC(C)n1nnnc1SCC(=O)NCCc1ccccc1	4%	5%	i	11%	0.3%	0.7	-1%	-3%	19%
CCN(C1CCCCC1)S(=O)(=O)c1ccc(S(=O)(=O)NCCc2ccncc2)cc1	-6%	-1%	i	1%	-0.6%	-0.4	0%	-20%	-16%
COC(=O)C1C(O)C(C)C(O)C(C)(O)/C=C\C=C(/C)C(=O)Nc2c(C)c(OC(C)=O)c3c(c2O)C(=O)C(C)=C2OCOC(=C23)/C(C)=C/C(C)(O)C(O)C(C)C1O (stereo not drawn)	-8%	-5%	i	23%	-1.0%	-0.9	-3%	?	-3%
COC(=O)c1ccc(CN2CCN(Cc3ccccc3)C(CCO)C2)cc1 (stereo not drawn)	7%	4%	i	-5%	-0.2%	-1.3	-2%	-4%	16%
CCCc1cc(C(=O)N2CCN(c3ccc(C(F)(F)F)cn3)CC2)sc1C	-5%	-15%	i	16%	3.7%	0.1	2%	?	?
CCOc1ccc(N(C(=O)c2snc(C(N)=O)c2N)C(C(=O)NCC2CCCO2)c2c[nH]c3ccccc23)cc1 (stereo not drawn)	-12%	1%	i	-2%	6.8%	-3.5	-3%	19%	?
COc1ccc([C@@H]2Sc3cc(OC)ccc3N(CCN(C(C)C)C(C)C)C(=O)[C@H]2OC(C)=O)cc1	-6%	-23%	i	-13%	-0.8%	-3.2	2%	23%	15%
O=c1[nH]cccc1-c1nc2ccccc2n1Cc1cccc(F)c1	0%	-3%	i	-7%	-0.1%	-0.8	-4%	-1%	1%
CC(OC(=O)C12CC3CC(CC(O)(C3)C1)C2)C(N)=O (stereo not drawn)	-8%	-4%	i	-18%	0.3%	-1.4	-3%	0%	-5%
CCOC(=O)Cc1c(Cl)c2ccccc2[nH]c1=O	-3%	4%	i	11%	-0.2%	0.8	0%	-3%	16%
COc1ccc([C@H]2CC(=O)C=C(c3cccc(Br)c3)C2)cc1	15%	-7%	i	5%	4.1%	-4.1	0%	?	-5%
